Screening data: PubChem, several laboratories
Neddylation inh: inhibitors of human cullin neddylation. P61081+Q13564. TR-FRET cullin neddylation, biochemical. calls only at 25 µM. 360,000 compounds, 0.58% hits. AID 651699; in the data active means inhibition above about 36%
E coli Lon inh: E. coli protease La inhibition; P0A9M0; purified E. coli Lon protease, fluorescence polarization; inhibition, % at 7.94 µM; 360,000 compounds, 0.42% hits; in the data active means inhibition above about 13%, passing the limit was not always enough;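 further: 0% = enzyme with probe and DMSO and 100% = no enzyme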
Target sequence (P0A9M0 whole entry, looked up): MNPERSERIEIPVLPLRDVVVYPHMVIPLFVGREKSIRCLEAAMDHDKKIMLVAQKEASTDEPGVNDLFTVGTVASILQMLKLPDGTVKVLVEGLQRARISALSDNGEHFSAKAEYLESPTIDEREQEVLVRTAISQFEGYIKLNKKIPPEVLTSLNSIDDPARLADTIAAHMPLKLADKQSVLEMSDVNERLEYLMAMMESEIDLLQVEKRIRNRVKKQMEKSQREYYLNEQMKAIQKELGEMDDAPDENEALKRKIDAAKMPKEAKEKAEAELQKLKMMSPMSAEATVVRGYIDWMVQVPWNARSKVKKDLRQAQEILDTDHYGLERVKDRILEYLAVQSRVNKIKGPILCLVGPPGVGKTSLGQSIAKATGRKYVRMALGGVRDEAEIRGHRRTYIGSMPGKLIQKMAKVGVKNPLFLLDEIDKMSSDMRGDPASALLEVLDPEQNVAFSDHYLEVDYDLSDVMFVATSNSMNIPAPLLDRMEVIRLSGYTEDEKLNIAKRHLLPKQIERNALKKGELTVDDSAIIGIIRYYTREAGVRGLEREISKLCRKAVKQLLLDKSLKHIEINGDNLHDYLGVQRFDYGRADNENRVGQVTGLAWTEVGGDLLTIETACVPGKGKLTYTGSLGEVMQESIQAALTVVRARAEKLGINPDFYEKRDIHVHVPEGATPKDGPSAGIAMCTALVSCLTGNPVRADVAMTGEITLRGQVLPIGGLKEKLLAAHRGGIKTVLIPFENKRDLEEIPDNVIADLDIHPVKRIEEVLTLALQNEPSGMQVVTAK
CSN deneddyl inh: inhibitors of human CSN-mediated cullin deneddylation; 360,000 compounds, 0.38% hits; Purified CSN, SCF-Nedd8-OG deneddylation, fluorescence polarization; AID 651999; Q92905; inhibition, % at 12.5 µM;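 active means pattern-corrected inhibition above about 35%, with an unprinted fluorescence ratio check between 0.5 and 1.5, limit read from the data, passing the limit was not always enough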;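 further: 0% = enzyme with substrate and 100% = substrate without enzyme; some results filed as inactive read as strong as hits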
Target sequence (Q92905 whole entry, looked up, one chain of several): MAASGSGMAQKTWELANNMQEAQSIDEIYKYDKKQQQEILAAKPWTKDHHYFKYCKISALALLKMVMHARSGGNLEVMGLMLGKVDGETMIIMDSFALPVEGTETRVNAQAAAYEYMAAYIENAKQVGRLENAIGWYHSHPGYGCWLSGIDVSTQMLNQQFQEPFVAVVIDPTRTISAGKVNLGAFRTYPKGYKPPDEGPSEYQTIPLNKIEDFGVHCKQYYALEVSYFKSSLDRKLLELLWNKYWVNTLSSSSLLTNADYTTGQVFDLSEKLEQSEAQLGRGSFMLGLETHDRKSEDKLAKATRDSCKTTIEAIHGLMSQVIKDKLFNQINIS
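Test system: purified human Csn5 enzyme expressed in HEK293T cells. Amount: 0.24 nM enzyme. Reagent: SCFSkp2-Nedd8OG substrate at 10 nM final. Schedule: 90 min incubation of compound, enzyme and substrate at room temperature. Detection: fluorescence polarization. Read-out: % inhibition of substrate cleavage by Csn5.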
MsrA act: activates bovine MsrA enzyme | activation, % at 10.6 µM | purified bovine MsrA, absorbance read-out | 360,000 compounds, 0.3% hits | AID 602163; in the data active means activation above about 7.5%;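 further: 0% = vehicle and 100% = reference activator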
MLLE-PAM2 inh: inhibitors of microRNA-mediated deadenylation, human PABP1 MLLE binding. P11940. GST-MLLE / FITC-PAM2 fluorescence polarization. inhibition, % at 20 µM. 360,000 compounds, 0.36% hits. AID 588489; in the data active means inhibition above about 35%, passing the limit was not always enough;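 further: plate controls were DMSO wells with GST-MLLE for no effect and wells lacking GST-MLLE protein for full effect; some results filed as inactive read as strong as hits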
TbMetRS inhib: Trypanosoma brucei MetRS inhibition | purified T. brucei MetRS, ATP depletion, Kinase-Glo luminescence | inhibition, % at 11.9 µM | 360,000 compounds, 0.4% hits;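 active means inhibition above a per-plate cutoff of the control wells' mean inhibition plus 3 SD, cut at about 5.5% in these data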;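 further: 0% = DMSO wells median and 100% = median of wells with control inhibitor compound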
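assay system = parasite MetRS enzyme | timing = 15 min preincubation, 2 h reaction, all 25 °C | evaluation = percent inhibition relative to median high and low control wells | medium = HEPES buffer containing pyrophosphatase, BSA, spermine, DTT | compound = single dose, 11.9 µM final nominal, 0.9% final DMSO | detection = Kinase-Glo luminescence, ATP depletion format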
FAS-TE inh: FAS thioesterase (human) inhibition. inhibition, % at 15 µM. recombinant FAS-TE, OMFH fluorogenic substrate, fluorescence endpoint. P49327. 360,000 compounds, 0.67% hits;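 active means compounds whose normalised, plate-corrected inhibition of enzyme fluorescence in the single-dose primary screen is 50% or more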;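 further: 0% = DMSO with enzyme and 100% = substrate without enzyme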
MsrA inhibitor: inhibitors of bovine MsrA. purified bovine MsrA, absorbance read-out. inhibition, % at 15.5 µM. 360,000 compounds, 0.75% hits. AID 651718; in the data active means inhibition above about 4.5%;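 further: 0% = vehicle wells with enzyme and 100% = reference inhibitor wells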
Rin1-Abl PPI inh: blocks binding of human Rin1 to Abl | P00519+Q13671 | TR-FRET Rin1/Abl binding, biochemical | inhibition, % at 7.35 µM | 360,000 compounds, 0.4% hits | AID 588664; in the data active means inhibition above about 5%, passing the limit was not always enough
* marks the source's active call; other numbers are inactive results; i = inactive; x = no result given.

SMILES	Neddylation inh	E coli Lon inh	CSN deneddyl inh	MsrA act	MLLE-PAM2 inh	TbMetRS inhib	FAS-TE inh	MsrA inhibitor	Rin1-Abl PPI inh
CCOC(=O)c1c(C)c(C(=O)NCc2cccnc2)c(C)n1C	i	-5	0	0	1	-0.7	-7	1.2	0
COC(=O)c1ccc(C2CC(=O)Nc3cc(OC)c(OC)cc32)cc1 (centres undefined)	i	-7	2	-8	2	0.1	-8	-1.3	8
Cc1cc(C)c(NC(=O)COC(=O)c2cc([N+](=O)[O-])ccc2N2CCOCC2)c(C)c1	i	8	2	-13	-17	-0.9	65*	0.4	0
COc1ccc(C)cc1NC(=O)CN(c1ccc(F)cc1)S(C)(=O)=O	i	-3	-2	-12	17	-1.5	-5	-0.3	2
CSC(=Nc1ccccc1)C1=C(O)COC1=O	i	-4	-1	-13	-5	-1.6	-9	-1.0	1
CC1(CO)COC2(OC1)C(=O)Nc1ccccc12 (centres undefined)	i	-11	1	-3	7	-0.3	-5	-0.1	0
CC(C)(C)c1ccc(S(=O)(=O)NC(=O)C2(C)CCN2C(=O)Cc2ccccc2Cl)cc1 (centres undefined)	i	-9	-1	-8	3	-0.4	-8	-0.9	-1
O=C(NC1CCCCCC1)C(=S)N1CCCC1	i	4	-4	-2	-8	-0.7	1	0.8	-1
O=C(NCCO)c1cc([N+](=O)[O-])cc2c1C=Cc1ccccc1O2	i	-6	-6	-7	17	-1.0	-1	0.2	1
Cc1noc(C)c1C(=O)OCC(=O)Nc1ccc(S(N)(=O)=O)cc1	i	-9	-1	-1	-11	0.1	-4	0.0	2
Cc1ccc(S(=O)(=O)N2C[C@H]3C(=O)C[C@@H](c4ccccc4)N(S(=O)(=O)c4ccccc4)[C@H]3C[C@H]2c2ccccc2)cc1	i	8	0	-3	4	0.2	43	-0.8	3
Cc1noc(NS(=O)(=O)c2ccc(NC(=O)c3ccc(N4C(=O)c5ccccc5C4=O)cc3)cc2)c1C	i	-5	-7	-9	9	-0.6	-10	0.2	1
CC(=O)NS(=O)(=O)c1ccc(NC(=O)/C=C/c2ccco2)cc1	i	3	-3	-7	-12	-0.7	-3	6.0*	2
CCN(CC(=O)Nc1ccc(NC(C)=O)cc1)C(=O)c1n[nH]c(=O)c2ccccc12	i	0	-6	-3	6	0.2	-8	0.6	1
COCC1CCCCN1C(=O)c1cccc(OC2CCN(S(C)(=O)=O)CC2)c1 (centres undefined)	i	11	2	-8	-12	-0.8	-4	-0.8	0
CCC(C)NC(=O)CS(=O)Cc1nc(-c2cccc(C)c2)oc1C (centres undefined)	i	-4	-4	0	16	0.0	-7	1.1	0
Oc1ccccc1/C=N/Nc1cccc2cccnc12	i	-4	-5	3	10	-0.4	25	0.4	5
O=C(NC1CCCCC1)c1ccc(-c2cccc([N+](=O)[O-])c2)o1	i	-9	5	-3	-3	-0.5	44	-0.3	1
CCN1C(=NCCCOC(C)C)N[C@@H](c2ccccc2)[C@H](C(=O)OC)[C@H]1C	i	2	-3	-2	-119	0.2	-13	0.8	2
CCCc1cc2c(=O)c(-c3ccc4c(c3)OCCO4)coc2cc1OC(=O)c1ccco1	i	2	4	-3	4	0.2	31	0.7	0
O=C(O)c1ccccc1NCN1C(=O)C2CC=C(Cl)CC2C1=O (centres undefined)	x	1	-4	-3	2	0.1	-7	0.2	-6
Nc1ccc(N2CCN(CCCCN3C(=O)C4CCCN4C3=O)CC2)cc1 (centres undefined)	i	-3	1	-5	-1	-1.5	-7	1.3	-12
CCOC(=O)C(Sc1n[nH]c(N)n1)c1ccccc1 (centres undefined)	i	7	2	-2	-7	-1.4	-8	0.0	-3
COc1ccc(NC(C)=O)cc1S(=O)(=O)N1CCc2ccccc21	i	6	-7	-5	2	-1.5	-2	0.7	2
CCCCOCCCNC(=O)c1ccc(OC)cc1	i	4	2	-4	4	0.0	-6	-1.4	1
SMILES	Neddylation inh	E coli Lon inh	CSN deneddyl inh	MsrA act	MLLE-PAM2 inh	TbMetRS inhib	FAS-TE inh	MsrA inhibitor	Rin1-Abl PPI inh
O=c1[nH]nc(-c2ccc(F)cc2)cc1Cc1ccccn1	i	12	1	1	-1	-0.2	-4	2.6	-2
COc1ccc(Cc2c(-c3ccc(OC)c(OC)c3)nc3c(C)cc(Br)cn23)c(C)c1	i	-24	-1	2	-65	0.0	-12	2.0	-4
Cc1ccc(N=Cc2c(O)c3ccccc3n(C)c2=O)cc1	i	-3	-3	-3	12	-0.8	10	0.8	2
CCOC(=O)C1(CCOc2ccccc2)CCN(Cc2cccs2)CC1	i	-11	-2	-3	2	-0.1	10	1.0	-6
O=C(CC1CCS(=O)(=O)C1)Nc1ccc[nH]c1=O (centres undefined)	i	-4	1	-1	19	-0.5	-7	2.1	-2
CCCCCCOc1ccc(OC(=O)c2ccncc2)cc1	i	-9	-2	-5	-15	-0.3	23	0.7	6
Cc1cc(C)n(-c2cc(Cl)ccc2[N+](=O)[O-])n1	i	6	-5	-13	-18	1.1	-14	1.7	4
Cc1c(C(=O)Nc2ccc3oc(-c4cccnc4)nc3c2)oc2ccccc12	x	-1	9	-1	-6	-0.3	0	1.1	4
O=c1[nH][nH]c(-c2ccccc2)c1C=Nc1ccc(F)cc1F	i	5	-1	-12	17	-2.2	-2	-0.5	1
Oc1ccc(NCc2cccc(OCc3ccc(F)cc3)c2)cc1	i	7	6	-2	-9	0.4	11	-1.0	3
CCNC(=O)C1(C)CCN(Cc2csc(-c3ccccc3)n2)C1 (centres undefined)	i	14	0	-5	-1	-0.3	-2	-0.6	-2
Cc1ccc(C(=O)OC(C)C(=O)NC2CCCCC2)cc1S(=O)(=O)N1CCCCC1 (centres undefined)	i	6	-9	-2	4	-0.5	11	-1.1	-7
O=[N+]([O-])c1cnc(Nc2ccc(Cl)cn2)c([N+](=O)[O-])c1	i	5	1	2	0	-0.5	21	6.1*	-2
C=C1C[C@@]23CCC4[C@@](C)(CCC[C@@]4(C)C(=O)OC)C2CC[C@]1(OC(C)=O)C3 (some centres undefined)	i	7	3	-6	4	-0.4	42	1.2	1
O=S(=O)(NC1CCCCC1)c1ccc(N2CCOCC2)nc1	i	9	-3	5	1	-0.1	3	-1.1	0
O=C(Cn1nnc(-c2ccncc2)n1)Nc1ccc2c(c1)CCC2	i	-1	-1	-1	-10	-0.2	0	0.1	-2
COc1ccc(-c2c(C)nn3c(N4CCC(C(=O)NCCN(C)C)CC4)cc(C)nc23)cc1OC	i	-3	2	-5	11	-0.8	-3	0.7	-1
Oc1c(N=NC(=S)Nc2ccccc2F)c2ccccc2n1Cc1cccc(Cl)c1	i	2	5	-2	1	-0.5	28	0.7	0
Cc1onc(NC(=O)c2ccc([N+](=O)[O-])o2)c1Br	i	-8	-1	-1	-1	-0.7	0	1.1	-3
CC(=O)c1sc(NCCOc2ccc(C)cc2)nc1C	i	2	-1	-5	-3	-0.4	4	2.3	-3
COc1ccc(Cn2c(C3CC3)nc3ccc(NC(C)=O)cc3c2=O)cc1	i	3	-3	-2	-11	0.0	4	0.5	0
Cc1c(O)nc(SCC(=O)Nc2cccc(C(F)(F)F)c2)n(-c2ccccc2)c1=O	i	3	0	-4	12	0.2	-10	0.4	2
COc1ccccc1CNc1nc2cc(-c3ccsc3)sc2c(=O)n1C	i	1	-3	-2	8	-0.3	10	0.7	-3
CCOC(=O)C1CCCN(C2CC(=O)N(c3ccc(C)c(C)c3)C2=O)C1 (centres undefined)	i	-4	-6	2	-21	-0.8	1	-0.2	1
Cc1ccccc1CSCc1nc2ccccc2[nH]1	i	-12	-13	-13	8	0.1	-5	-0.4	1

Next section; it opens with the six that closed the last part.
SMILES	Neddylation inh	E coli Lon inh	CSN deneddyl inh	MsrA act	MLLE-PAM2 inh	TbMetRS inhib	FAS-TE inh	MsrA inhibitor	Rin1-Abl PPI inh
CC(=O)c1sc(NCCOc2ccc(C)cc2)nc1C	i	2	-1	-5	-3	-0.4	4	2.3	-3
COc1ccc(Cn2c(C3CC3)nc3ccc(NC(C)=O)cc3c2=O)cc1	i	3	-3	-2	-11	0.0	4	0.5	0
Cc1c(O)nc(SCC(=O)Nc2cccc(C(F)(F)F)c2)n(-c2ccccc2)c1=O	i	3	0	-4	12	0.2	-10	0.4	2
COc1ccccc1CNc1nc2cc(-c3ccsc3)sc2c(=O)n1C	i	1	-3	-2	8	-0.3	10	0.7	-3
CCOC(=O)C1CCCN(C2CC(=O)N(c3ccc(C)c(C)c3)C2=O)C1 (centres undefined)	i	-4	-6	2	-21	-0.8	1	-0.2	1
Cc1ccccc1CSCc1nc2ccccc2[nH]1	i	-12	-13	-13	8	0.1	-5	-0.4	1
CCOc1ccc(S(=O)(=O)N2CCCCC2)cc1NC(=O)C1=COCCO1	i	-5	3	-8	9	-0.7	7	-0.1	0
CCOc1ccc(-c2cnc3cccnn23)cc1	x	2	3	-13	-11	0.4	-6	1.3	-4
O=C(CNS(=O)(=O)c1ccc(Cl)cc1)N/N=C/c1ccco1	i	4	-5	0	-20	1.6	0	1.8	0
CCOC(=O)C1(Cc2ccccc2)CCN(Cc2cc(=O)c3ccccc3[nH]2)CC1	i	-3	3	-4	19	-0.1	-13	0.1	-1
O=C(OCC(=O)c1ccc(S(=O)(=O)N2CCCC2)cc1)C1=COCCO1	i	-2	2	-1	-2	-0.7	-4	-0.2	0
Cc1nc(C)c(C(=O)C2=C(O)C(=O)N(CCCn3ccnc3)C2c2ccccc2)s1 (centres undefined)	i	0	0	-5	2	-1.4	-5	2.4	0
COC(=O)C(C(=O)OC)c1cc2c(cc1CNS(=O)(=O)c1ccc(C)cc1)OCO2	i	x	6	x	x	-0.7	x	0.5	x
O=C(NCC(=O)N1CCCC1)c1ccccc1F	i	-7	3	-3	-10	0.1	-6	-0.1	0
CCCCC(=O)OCc1cn(-c2ccc(Cl)cc2)nn1	i	0	0	-3	6	-0.1	5	0.3	-3
COc1cccc(/C=C2/Oc3ccccc3N(CC(=O)NCC3CCCO3)C2=O)c1 (centres undefined)	x	-5	3	-1	-12	0.1	2	x	0
O=C1CCc2cc(S(=O)(=O)Nc3ccc(C(F)(F)F)cc3)cc3c2N1CC3	i	-8	4	0	-6	0.0	-8	-0.2	3
CCn1c(=O)c(C(=O)Nc2ncccc2C)c(O)c2ccccc21	i	-7	9	-5	-1	-0.1	8	1.8	4
C=C(C)CN(CC)Cc1c(C(=O)N(C)CCCC)nc2ccccn12	i	-8	-3	-4	-1	-0.1	-4	-1.2	-1
OC(c1cccc(Cl)c1)c1nc(-c2ccccc2)cs1 (centres undefined)	i	3	-2	-2	-5	0.5	14	0.8	0
COc1ccc2nc(C)c(C(=O)NN)cc2c1	i	-9	-5	-1	-26	-0.1	-5	4.0	4
COc1ccc(CNC(=O)COC(=O)c2ccc(OCc3c(C)noc3C)cc2)cc1OC	i	-3	-10	-3	-30	-1.0	-8	-1.9	6
COc1ccccc1N1CCN(C(=O)C2CCCN(S(=O)(=O)c3ccc4c(c3)CCCN4C(C)=O)C2)CC1 (centres undefined)	i	-15	-4	0	-20	-0.1	-4	0.2	5
COc1ccc(S(=O)(=O)Cc2ccc(C(=O)NC3CCCCCC3)o2)cc1	i	0	-2	-7	-2	-0.4	2	-1.4	5
Nc1ncnc2c1ncn2[C@@H]1O[C@H](C(=O)N[C@H]2c3ccccc3C[C@H]2OC=O)[C@@H](O)[C@H]1O	i	0	0	-1	-2	-0.1	-4	-1.7	1
